JMJD2C inh: inhibitors of GASC-1 histone demethylase, primary screen, biochemical, fluorescence, DELFIA europium; inhibition, % at 2.35 µM; Lysine-specific demethylase 4C (Homo sapiens), Q9H3R0; GST-JMJD2C(1-420) H3K9me3 demethylation; 0.069% of 330,000 active;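 active means more than half of a compound's replicate wells show inhibition beyond 50%, single wells judged on their own value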;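 further: signal counts dimethyl H3K9 product captured on neutravidin plate; 0% = median of DMSO wells and 100% = 0.3 times that DMSO median; strong numbers were not always called active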
RPL19A-GFP yeast: RPL19A-GFP expression modulators in yeast, primary screen, cell-based, S. cerevisiae, multiplex flow cytometry, MLPCN | S. cerevisiae RPL19A-GFP strain, 3 h; stronger effect = lower value | percent response vs DMSO, % at 10 µM | 0.3% of 330,000 active;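 active means percent response vs DMSO below 50%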;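 further: median channel GFP fluorescence of the barcoded RPL19A-GFP strain; ratio of sample median GFP to plate DMSO average so 100% = DMSO; lower means less RPL19A-GFP as with rapamycin TOR inhibition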
AHR act: AHR activators, primary screen, cell-based, luminescence, luciferase reporter, human; activation, % at 5 µM; AID 2796, 2010; AHR-responsive luciferase reporter cells; 2.5% of 320,000 active; in the data active means activation above about 47%;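 further: 0% = vehicle wells and 100% = reference agonist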
Target sequence (P35869 whole entry, looked up): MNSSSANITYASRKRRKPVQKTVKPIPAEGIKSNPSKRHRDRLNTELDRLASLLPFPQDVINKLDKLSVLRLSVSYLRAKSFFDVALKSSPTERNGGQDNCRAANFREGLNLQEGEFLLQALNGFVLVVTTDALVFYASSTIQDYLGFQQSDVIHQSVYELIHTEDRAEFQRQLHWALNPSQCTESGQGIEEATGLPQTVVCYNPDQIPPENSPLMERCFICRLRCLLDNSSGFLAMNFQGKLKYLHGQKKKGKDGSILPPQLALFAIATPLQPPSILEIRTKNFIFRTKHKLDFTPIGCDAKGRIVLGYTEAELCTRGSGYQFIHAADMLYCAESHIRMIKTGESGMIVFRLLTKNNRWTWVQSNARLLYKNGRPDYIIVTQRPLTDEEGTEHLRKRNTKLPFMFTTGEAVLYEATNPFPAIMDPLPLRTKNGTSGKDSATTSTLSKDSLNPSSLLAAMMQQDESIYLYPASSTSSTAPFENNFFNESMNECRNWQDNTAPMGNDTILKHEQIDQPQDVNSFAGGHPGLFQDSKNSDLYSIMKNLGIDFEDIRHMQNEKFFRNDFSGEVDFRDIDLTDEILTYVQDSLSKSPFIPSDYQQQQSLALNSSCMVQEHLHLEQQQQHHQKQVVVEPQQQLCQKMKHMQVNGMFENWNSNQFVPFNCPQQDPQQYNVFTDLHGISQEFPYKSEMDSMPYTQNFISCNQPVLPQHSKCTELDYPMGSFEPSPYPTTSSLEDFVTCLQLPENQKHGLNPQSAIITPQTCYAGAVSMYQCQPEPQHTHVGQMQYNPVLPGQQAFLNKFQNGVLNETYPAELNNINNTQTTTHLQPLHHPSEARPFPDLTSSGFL
LAP4-GFP MLPCN: modulators of LAP4-GFP expression in yeast, primary screen, S. cerevisiae, multiplex flow cytometry, MLPCN library. 3 h; median GFP as percent of DMSO wells. GFP response vs DMSO, % at 10 µM. 0.34% of 320,000 active. AID 2023, 2009;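 active means GFP response vs DMSO above a set limit, about the screen mean plus 3 SD, cut at about 150% in these data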
proCasp3 act: activators of human procaspase-3 D3A mutant, primary screen, biochemical, absorbance, PC-3 D3A mutant, single concentration; Caspase-3 (Homo sapiens), P42574; recombinant procaspase-3 D3A, Ac-DEVD-pNA absorbance 405 nm; activation, % at 8.5 µM; 0.11% of 330,000 active; AID 463141, 2010;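 active means activation above the mean of all tested compounds plus 3 SD, cut at about 21% in these data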;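 further: 0% = DMSO alone and 100% = DMSO wells spiked with extra 5 µM PC-3 D3A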
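Assay system: Autoprocessing-dead procaspase-3 D3A mutant enzyme; also added: Ac-DEVD-pNA; doses: one concentration, 8.5 µM nominal, 0.8% DMSO; times: 1 h compound preincubation, 2 h substrate hydrolysis at 25 °C; technique: 405 nm absorbance of p-nitroaniline, reads at 0 and 120 min; measure: % activation between DMSO and enzyme-spiked controls; repeats: single replicate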
Yeast superoxide: reduction of superoxide in aged yeast, primary screen, HTS; S. cerevisiae aged cells, superoxide DHE fluorescence; stronger effect = lower value; superoxide response (% of plate mean), % at 10 µM; 0.18% of 330,000 active; AID 2690, 2010;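 active means superoxide response under a set limit, about three screen SD below normal, cut at about 65% in these data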;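 further: yeast aged for seven days with compound at 30 °C before DHE staining; 100% = average MFI of all compound-treated wells on the plate with controls excluded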
proCasp7 act: procaspase-7 activators, primary screen, counter-screen for procaspase-3 activator project, biochemical, absorbance, HTS, human. Caspase-7 (Homo sapiens), P55210. recombinant procaspase-7, Ac-DEVD-pNA absorbance 405 nm; D23A/D198A/D206A triple mutant, cannot self-cleave; scale: DMSO 0, 5 µM enzyme 100. activation, % at 8.5 µM. 0.093% of 330,000 active;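 active means percent activation above the screen-wide mean plus 3 SD, cut at about 25% in these data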
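Detection: p-Nitroaniline absorbance at 405 nm, read at 0 and 120 min; system: Uncleavable procaspase-7 mutant enzyme; evaluation: % activation from two-timepoint absorbance difference, scaled to controls; times: 1 h enzyme–compound preincubation and 2 h substrate reaction, both 25 °C; buffer or medium: Zinc-free HEPES pH 7.4 with 300 mM NaCl, 0.01% Triton X-100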
MEP2-GFP yeast: modulators of MEP2-GFP levels in yeast, primary screen, S. cerevisiae, multiplex flow cytometry, MLPCN library | 0.51% of 330,000 active | AID 2016, 2009 | S. cerevisiae MEP2-GFP strain, 3 h; 100% = DMSO control level | GFP response vs DMSO, % at 10 µM;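 active means GFP response versus DMSO above a set limit, roughly screen mean plus 3 SD, cut at about 180% in these data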;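 further: median GFP fluorescence of the barcode-gated MEP2-GFP cells per well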
An asterisk follows results filed as active; & = joins results of further samples.

SMILES	JMJD2C inh	RPL19A-GFP yeast	AHR act	LAP4-GFP MLPCN	proCasp3 act	Yeast superoxide	proCasp7 act	MEP2-GFP yeast
O=C(COc1ncnc2sccc12)NC1CCS(=O)(=O)C1 (stereo not drawn)	-4	99	3	96	6	110	6	93
C(CNC1C2CC3CC(C2)CC1C3)CN1CCOCC1 (stereo not drawn)	2	97	-2	102	-1	88	5	97
COC(=O)C1C2C=CC3(CN(C(C)C)C(=O)C13)O2 (stereo not drawn)	-5	101	-1	100	-1	97	-3	105
OCCC1CN(Cc2ccon2)CCN1Cc1ccccc1 (stereo not drawn)	-15	101	2	99	-4	107	1	100
CCN(CC)c1ccc(C(=O)OCC(=O)N2CCN(c3ccccc3)CC2)cc1	-10	99	3	96	5	94	9	100
COc1ccc(Nc2cc(Nc3ccc(OC)cc3)ncn2)cc1	0	107	4	92	1	101	8	112
COCCCNC(=O)/C=C/c1ccc(OCc2c(F)cccc2Cl)cc1	-12	87	-6	91	-10	101	3	73
CC(C)CN(CC(C)C)S(=O)(=O)N1CCC(C(=O)NCc2ccco2)CC1	-1	107	1	97	7	91	6	98
COc1ccc(CCCc2nnc(SCC(=O)Nc3cccc(C)c3)o2)cc1	-13	97	4	107	3	93	5	99
COc1ccc(CCN/C=C2/CC(=O)NC2=O)cc1OC	2	96	-1	106	-6	97	0	93
O=C(CNS(=O)(=O)c1ccc(Br)s1)NCCc1ccc(Cl)cc1	5	106	4	105	-2	100	-3	113
CCCCC[C@H](O)/C=C/[C@@H]1[C@@H](CCCCCCC(=O)O)[C@@H](O)C[C@H]1O	-12	81	0	175*	8	121	2	150
CN(C)CCNc1oc(-c2cccc(Cl)c2)nc1C#N	3	102	78*	96	-4	92	1	104
O=C(CSc1nnc(-c2ccc(F)cc2)c2ccccc12)Nc1cccc(Cl)c1	12	105	0	121	7	94	9	104
Cc1[nH]n(-c2ccccc2)c(=S)c1C=Nc1ccc([N+](=O)[O-])cc1	19	88	7	113	-17	106	-29	88
CCc1ccccc1NC(=O)CN(C)C(=O)c1cccc(S(=O)(=O)N2CCCCCC2)c1	-4	101	-1	99	7	90	-1	102
FC(F)(F)c1cc(Oc2ccccc2Cl)nc(-c2ccccn2)n1	-4	102	-2	113	3	87	8	102
CCC(=O)N1CCc2cc(Br)cc(S(=O)(=O)NCC3CCCO3)c21 (stereo not drawn)	-27	100	3	99	-6	103	0	98
Cc1ccc(S(=O)(=O)CCC(=O)OC(C)C(=O)N2CCc3ccccc32)cc1 (stereo not drawn)	24	98	6	103	-3	96	0	98
CCCCn1c2c(c(=N)c3c1CCC3)CCC2	12	90	-1	94	1	99	6	92
O=C1CSC(c2ccc(F)cc2)N1c1nc2ccccc2s1 (stereo not drawn)	-9	102	149*	87	3	70	11	93
CCOc1ccc(/C(O)=C2/C(=O)C(=O)N(c3nc(C)c(C)s3)C2c2ccco2)cc1 (stereo not drawn)	11	102	4	101	2	98	-19	111
Cc1cc([N+](=O)[O-])cc2c1-c1ncccc1C2=Nc1ccccc1	-10	101	2	87	-2	97	3	100
O=C(O)c1cccc(-n2cccc2/C=C2\SC(=O)N(Cc3ccccc3F)C2=O)c1	3	94	0	96	-9	96	-10	90
COc1ccc(C(=O)NCCS(=O)(=O)N2CCC3(CC2)OCCO3)cc1	-1	95	1	114	-4	108	5	89
COc1cc(CNCc2cccc3ccccc23)cc(OC)c1	3	102	10	95	-6	109	9	113
Nc1ccn(CC(=O)NCc2ccccn2)c(=O)n1	2	98	-4	103	15	93	19	98
CCOC(=O)N1CCC(N2C(=O)c3ccccc3C2Nc2ccc(S(=O)(=O)N3CCOCC3)cc2)CC1 (stereo not drawn)	3	103	1	90	8	102	-4	104
Cc1nc2ccc(S(=O)(=O)NCC(=O)NCc3ccc4c(c3)OCO4)cc2s1	-5	109	-1	100	-2	110	-10	108
CC1=CCC2C(=O)N(c3cc(C)on3)C(=O)C2C1 (stereo not drawn)	6	95	-1	96	4	91	11	96
Cc1ccn2c(NC(=O)c3ccccc3)c(-c3ccccc3)nc2c1	35	102	8	90	3	99	-4	90
Cc1cc(Br)ccc1NC(=O)CSc1nnc(CN2CCOCC2)n1C	3	100	1	87	4	104	8	99
COc1ccc(N(C)S(=O)(=O)c2c(C)[nH]c(=O)[nH]c2=O)cc1	16	101	-1	104	0	105	-5	103
O=C(CSc1cccc[n+]1[O-])NC(=O)c1ccc(OC(F)F)cc1	6	99	0	103	9	98	8	106
COC(=O)C1=C(CS(=O)(=O)c2ccc(C)cc2)NC(=O)NC1c1ccc(OC)c(OC)c1 (stereo not drawn)	5	101	1	100	-3	99	10	104
S=C(NCC1CCCO1)N1CCN(c2ccc(Cl)c(Cl)c2)CC1 (stereo not drawn)	-2	93	-2	113	3	100	5	107
CC(=C/C(=O)O)/C=C/c1cccs1	-9	92	-2	92	12	98	-4	94
Cc1ccc(NC(=O)c2cccnc2C(=O)Nc2ccc(C)cc2)cc1	1	100	19	95	3	98	4	102
N#Cc1c(NC(=O)CSc2nnc(-c3ccncc3)n2CC2CCCO2)sc2c1CCCC2 (stereo not drawn)	-11&-3	94	5	100	8	108	3	98
O=C(COC(=O)Cn1cnc2ccccc21)Nc1ccc(OC(F)F)cc1	0	107	2	108	-1	86	2	106
CCc1ccc(CN(C)C(=O)c2cc(COc3c(F)cccc3F)on2)cc1	0	89	-1	97	7	104	0	90
COCCNC(=O)C(c1ccc(O)cc1)N(Cc1ccco1)C(=O)CCC(=O)Nc1nccs1 (stereo not drawn)	32	96	2	97	-8	98	-6	96
CCCCCN(C(=O)NC(=O)Nc1nncs1)S(C)(=O)=O	3	101	-1	100	0	102	-2	107
COC(=O)c1ccccc1NC(=O)COC(=O)c1cccnc1	-22	93	2	90	5	95	10	93
c1ccc(-c2nn3c(C4CCCCC4)nnc3s2)nc1	-11	102	1	109	-4	114	-6	103
CCC(C)(C)n1nnnc1C(c1cc2cc(C)cc(C)c2[nH]c1=O)N1CCN(C(=O)c2ccco2)CC1 (stereo not drawn)	-6	99	6	92	-9	123	-9	98
CC1(C)Cc2nc3sc4c(N5CCCC5)nnnc4c3cc2CO1	-26	94	0	92	7	92	2	90
COc1ccccc1CN1C[C@@H]2C[C@@H](c3cccc(C)c3)N3CCC[C@@]23C1=O	-7	88	-1	96	1	92	-2	98
Cc1ccc(-c2cc(C(=O)N/N=C/c3c(C)nn(C)c3C)c3ccccc3n2)cc1C	-3	98	61*	103	1	98	8	97
O=C(NCCCN1CCCCCC1)C1CC(=O)N(C2CCCC2)C1 (stereo not drawn)	4	102	4	106	2	119	-4	105
CC(C)Sc1nc2c(c(=O)[nH]c(=O)n2C)n1Cc1ccc(Cl)cc1	-6	93	3	95	-5	113	-6	97
CCOC(=O)c1csc(NC(=O)c2ccc(N3C(=O)CCC3=O)cc2)n1	20	96	3	102	6	104	15	98
O=C(CN1C(=O)NC2(CCCC2)C1=O)N1CCN(S(=O)(=O)c2cc(Cl)ccc2Cl)CC1	-2	95	0	101	-1	97	3	100
COc1ccc(CN(C)C(=O)Cc2ccc(S(=O)(=O)N3CCOCC3)s2)cc1OC	0	97	0	100	3	158	5	94
Cc1ncoc1C(=O)N1CCCC(C(=O)c2cccc(C(F)(F)F)c2)C1 (stereo not drawn)	15	98	-1	102	-2	99	8	99
Cc1ccccc1N(CC(=O)NCC1CCCO1)C(=O)C1(C)CC(=O)N=C2C=CC=CN21 (stereo not drawn)	2&-2	103	0	96	8	89	-7	97
C/C(=N\NC(=O)c1nnn(-c2nonc2N)c1-c1ccc2c(c1)OCO2)c1ccc(C)cc1	20	99	4	96	-2	83	-2	101
O=C(COc1ccc(Cl)cc1Cl)N1CCNC1=O	-1	92	1	101	7	99	-4	96
CCOC(=O)CSc1nnc(CNC(=O)c2ccc(S(=O)(=O)N3CCOCC3)cc2)n1C	9	104	-1	96	4	74	-3	103
N#Cc1c(Nc2ccccc2)s[nH]c1=O	0	96	2	110	0	92	3	98

Molecules shown so far with two or more sulfur atoms (eight):
SMILES	JMJD2C inh	RPL19A-GFP yeast	AHR act	LAP4-GFP MLPCN	proCasp3 act	Yeast superoxide	proCasp7 act	MEP2-GFP yeast
O=C(COc1ncnc2sccc12)NC1CCS(=O)(=O)C1 (stereo not drawn)	-4	99	3	96	6	110	6	93
O=C(CNS(=O)(=O)c1ccc(Br)s1)NCCc1ccc(Cl)cc1	5	106	4	105	-2	100	-3	113
O=C1CSC(c2ccc(F)cc2)N1c1nc2ccccc2s1 (stereo not drawn)	-9	102	149*	87	3	70	11	93
Cc1nc2ccc(S(=O)(=O)NCC(=O)NCc3ccc4c(c3)OCO4)cc2s1	-5	109	-1	100	-2	110	-10	108
N#Cc1c(NC(=O)CSc2nnc(-c3ccncc3)n2CC2CCCO2)sc2c1CCCC2 (stereo not drawn)	-11&-3	94	5	100	8	108	3	98
CCCCCN(C(=O)NC(=O)Nc1nncs1)S(C)(=O)=O	3	101	-1	100	0	102	-2	107
COc1ccc(CN(C)C(=O)Cc2ccc(S(=O)(=O)N3CCOCC3)s2)cc1OC	0	97	0	100	3	158	5	94
CCOC(=O)CSc1nnc(CNC(=O)c2ccc(S(=O)(=O)N3CCOCC3)cc2)n1C	9	104	-1	96	4	74	-3	103

Compound activity (PubChem)
